M. tuberculosis GlmU: inhibition of mycobacterial GlmU enzyme – biochemical, glucosamine-1-phosphate acetyltransferase (AID 1376). Bifunctional protein GlmU (Mycobacterium tuberculosis (strain ATCC 25618 / H37Rv)). M. tuberculosis GlmU acetyltransferase enzyme assay; higher % means a stronger effect. inhibition, %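 (tested at 30 µM in the primary screen)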, or IC50 in µM where a hit was titrated. 220,000 compounds, 0.25% hits; in the data active = inhibition above about 13%;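 also: 0% = complete reaction with vehicle and 100% = reaction without substrate; strong numbers were not always called active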
Mtb RmlCD inh: M. tuberculosis RmlC/RmlD coupled enzyme inhibitors, primary screen, biochemical, compound mixtures, 384-well, from 1536-well plates. dTDP-4-dehydrorhamnose reductase (Mycobacterium tuberculosis (strain ATCC 25618 / H37Rv)) …. inhibition, % at 3.6 µM. RmlC+RmlD coupled enzyme assay, percent inhibition; primary screen in compound mixtures. AID 1533, 2009. 160,000 compounds, 0.03% hits; in the data active = inhibition mostly above about 34%, no sharp cut-off; also: some results filed as inactive read as strong as hits
Target sequence (P9WH09 whole entry, looked up): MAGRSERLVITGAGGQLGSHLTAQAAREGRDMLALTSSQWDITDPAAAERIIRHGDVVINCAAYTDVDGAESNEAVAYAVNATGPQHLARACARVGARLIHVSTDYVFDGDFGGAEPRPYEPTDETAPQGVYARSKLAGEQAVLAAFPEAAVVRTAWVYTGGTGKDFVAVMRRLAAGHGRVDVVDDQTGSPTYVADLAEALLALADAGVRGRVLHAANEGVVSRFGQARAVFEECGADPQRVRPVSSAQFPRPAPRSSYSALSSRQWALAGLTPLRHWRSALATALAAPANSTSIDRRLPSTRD
Target sequence (P9WH11 whole entry, looked up): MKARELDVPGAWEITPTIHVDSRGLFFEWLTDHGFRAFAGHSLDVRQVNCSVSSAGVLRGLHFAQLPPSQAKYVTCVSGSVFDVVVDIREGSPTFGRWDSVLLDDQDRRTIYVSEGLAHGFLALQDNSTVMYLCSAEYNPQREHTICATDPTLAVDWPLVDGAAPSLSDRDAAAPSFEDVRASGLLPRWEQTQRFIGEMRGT
Active calls of the source: *; / = no result given.

A first look:
Second line of a record – M. tuberculosis GlmU, Mtb RmlCD inh
> CCCN1C(=O)c2ccc(C(=O)Nc3cc(C)on3)cc2C1=O
 : -0.4%, /
> Cc1noc(C)c1C(=O)NC(C)c1ccc(Cl)cc1Cl (stereo unspecified)
 : 2.6%, -6
> Cc1ccc(-n2cc(-c3ccc([N+](=O)[O-])cc3)[nH]c2=S)c(C)c1
 : -0.1%, -5
> COC(=O)Nc1nc(-c2ccc(F)cc2)c(C)s1
 : 5.9%, -10
> CC(C)Cn1c(N)c(C=O)c(=O)[nH]c1=O
 : -7.3%, 0
> CC(C)c1ccc(NC(=O)c2cnn(-c3ccccc3)c2NC(=O)c2ccco2)cc1
 : 2.1%, -4
> CN1CCN(C(=O)c2ccc(CSc3nc4ccncc4n3Cc3ccc(F)cc3)cc2)CC1
 : -7.0%, /

All compounds of this part, repeating the preview:
Second line of a record – M. tuberculosis GlmU, Mtb RmlCD inh
> CCCN1C(=O)c2ccc(C(=O)Nc3cc(C)on3)cc2C1=O
 : -0.4%, /
> Cc1noc(C)c1C(=O)NC(C)c1ccc(Cl)cc1Cl (stereo unspecified)
 : 2.6%, -6
> Cc1ccc(-n2cc(-c3ccc([N+](=O)[O-])cc3)[nH]c2=S)c(C)c1
 : -0.1%, -5
> COC(=O)Nc1nc(-c2ccc(F)cc2)c(C)s1
 : 5.9%, -10
> CC(C)Cn1c(N)c(C=O)c(=O)[nH]c1=O
 : -7.3%, 0
> CC(C)c1ccc(NC(=O)c2cnn(-c3ccccc3)c2NC(=O)c2ccco2)cc1
 : 2.1%, -4
> CN1CCN(C(=O)c2ccc(CSc3nc4ccncc4n3Cc3ccc(F)cc3)cc2)CC1
 : -7.0%, /
> CC(C)(C)OC(=O)NCCCC[C@H](NC(=O)c1nc[nH]c1C(=O)N1CCc2ccccc2C1)C(=O)OC(C)(C)C
 : 0.1%, /
> COc1ccc(S(=O)(=O)NCc2ccc3c(c2)OCO3)cc1C(=O)O
 : 0.9%, /
> CCc1ccccc1N=C1SCC(=O)N1C
 : 2.4%, /
> Nc1nc(C2CCCCC2)cs1
 : 0.2%, 8
> O=C(NCCc1nc2ccccc2[nH]1)c1ccc(Cl)c([N+](=O)[O-])c1
 : 6.8%, -8
> O=C(Cn1nnc(-c2ccccc2NC(=O)c2ccco2)n1)NC1CCCCC1
 : -0.2%, 10
> OCCN1CCN(CCOc2ccccc2-c2ccccc2)CC1
 : 1.3%, 18
> O=C(CSc1nnc(Cc2ccccc2)o1)NC1CC2CCC1C2 (stereo unspecified)
 : -0.3%, -4
> Cc1ccc(C)c(NC(=O)COC(=O)c2cccc3c2C(=O)c2ccccc2C3=O)c1
 : -2.3%, /
> N#Cc1ccc(OCC(=O)N/N=C(\CCC(=O)O)c2cccs2)cc1
 : 1.6%, 9
> COc1ccc(S(=O)(=O)NC(N)=NCCc2ccccc2OC)cc1
 : -2.8%, /
> N#CCc1nc2ccccc2c(=O)[nH]1
 : -0.4%, -14
> CCOC(=O)/C(C#N)=N\Nc1cc(Cl)ccc1OC
 : -1.7%, 32
> C1=C(CCNCC2CC2)CCCC1
 : -3.3%, 1
> S=C(Nc1cccc(Cl)c1)N1CCOCC1
 : 3.1%, -16
> S=c1[nH]nc(Cc2noc3ccccc23)n1-c1ccccc1
 : -1.0%, 1
> O=C(NCCc1cccs1)c1ccc(Cl)cc1
 : 5.8%, 0
> C=CCn1c(SCC(=O)Nc2ccccc2OC)nnc1-c1ccccn1
 : 5.2%, 15
> CSc1nncc(=O)[nH]1
 : -1.3%, /
> Cc1cccc(Cc2nnc(CCC(=O)NCc3ccncc3C)o2)c1
 : -1.1%, 12
> COc1ccc(-c2[nH]c(-c3ccc(Cl)cc3)nc2SCC(=O)Nc2nccs2)cc1
 : 0.2%, /
> CC(=O)C1=C(O)C(=O)N(CCCN2CCOCC2)C1c1ccccc1[N+](=O)[O-] (stereo unspecified)
 : 2.3%, /
> COCCOC(=O)C1=C(C)NC2=C(C(=O)CCC2)C1c1ccc(N(C)C)cc1 (stereo unspecified)
 : 9.1%, /

Second line of a record – M. tuberculosis GlmU, Mtb RmlCD inh
> COc1cccc(-c2cc3nc(-c4ccccc4)cc(N4CCC5(CC4)OCCO5)n3n2)c1
 : -2.3%, /
> CC(=O)N/N=C(\C)CC(=O)Nc1ccc2c(c1)OCCO2
 : -5.2%, 21
> Fc1ccccc1COc1cccc(/C=N/n2cnnc2)c1
 : 1.5%, /
> COc1ccc(CNCC(=O)Nc2cccc(S(N)(=O)=O)c2)cc1
 : -2.4%, -11
> CCCc1cc(-c2n[nH]c(=S)n2C(C)c2ccccc2)cs1 (stereo unspecified)
 : 2.8%, -2
> N#C/C(=N\Nc1ccccc1F)c1nc(-c2ccccc2)cs1
 : 2.0%, 3
> Cc1cccc(Nc2nc(N)c([N+](=O)[O-])c(NCc3ccco3)n2)c1
 : 8.4%, 8
> COCCn1c(SCc2cc(=O)n3ccsc3n2)nnc1-c1ccncc1
 : 1.6%, -5
> CNC(=S)N/N=C/c1ccc(OCc2ccccc2)c(Br)c1
 : -4.1%, /
> CCC(C)Nc1nc(C)nc2c1oc1ccccc12 (stereo unspecified)
 : -1.8%, /
> Cc1cccc(-n2c(O)c(C=Nc3ccc(Br)cn3)c(=O)[nH]c2=O)c1
 : 2.5%, 18
> C/C(=N\NC(=O)CNc1cccc(C(F)(F)F)c1)c1cccs1
 : 3.4%, 8
> O=C(N=C1SCC(=O)N1c1ccccc1Cl)c1ccco1
 : 5.4%, /
> C/C(=N\NC(=O)c1c(Br)cnn1C)c1ccc(NC(=O)c2ccc(F)cc2)cc1
 : 0.5%, -7
> Cc1cc(C)c(C#N)c(Sc2ccccc2N)n1
 : 0.6%, 7
> COc1ccc(OC)c(CNn2c(-c3ccccc3F)nc3ccccc3c2=O)c1
 : -0.7%, 2
> Cc1ccc(S(=O)(=O)c2c(C)nn(C(C)(C)C)c2OC(=O)CC(C)C)cc1
 : 7.3%, 23
> O=P1(O)C=C(c2ccccc2)OC(c2ccccc2)=C1
 : 6.7%, -8
> S=C(Nc1ccc(Oc2ccccc2)cc1)N(CCCN1CCOCC1)Cc1ccccn1
 : -1.8%, -9
> CC(=O)Nc1ccccc1C(=O)C(=O)Nc1ccc(Cl)cc1
 : 0.2%, -27
> N/C(=N\OC(=O)Oc1ccccc1)c1ccc([N+](=O)[O-])cc1
 : -0.6%, -4
> COc1ccc(-n2c(C)c([N+](=O)[O-])c3ccc(O)c(CN(C)C)c32)cc1
 : /, -8
> Cc1ccc(NC(=O)CCn2cccc2)cc1Cl
 : -0.4%, /
> Cc1ccc(N2C(=O)C(Cl)=C(NCc3ccccc3)C2=O)c(C)c1
 : 2.1%, /
> CCC(c1nnnn1CCOC)N1CCN(c2nc3ccccc3s2)CC1 (stereo unspecified)
 : 4.2%, 5
> Cc1ccc2c(c1)c1c3n2CCN(C(=O)Cn2c(-c4ccccc4)noc2=O)C3CCC1 (stereo unspecified)
 : 0.5%, 0
> CN1CCN(C(=S)SCC(=O)Nc2ccc(Cl)cc2C(=O)c2ccccc2)CC1
 : 1.4%, /
> CC(C)c1ccc(S(=O)(=O)N2CCN(C(=O)c3cccc(F)c3)CC2)cc1
 : -0.7%, 5
> c1ccc(CSc2ncnc3c2cnn3Cc2ccccc2)cc1
 : 8.2%, -1
> O=C(Nc1ccc(-c2nnn(CC(=O)N3CCN(C(=O)c4ccco4)CC3)n2)cc1)c1ccc(F)cc1
 : 1.9%, 7

Second line of a record – M. tuberculosis GlmU, Mtb RmlCD inh
> C/C(CC(=O)Nc1ccc(Cl)cc1Cl)=N\NC(=O)c1ccco1
 : -4.7%, 3
> Cc1ccc(C(=O)COC(=O)c2ccc(Br)o2)cc1C
 : -4.2%, /
> COc1cc(/C=N/NC(=O)/C(=C\c2ccc([N+](=O)[O-])cc2)NC(=O)c2ccccc2)cc(OC)c1O
 : 6.5%, 12
> Cc1ccc(O)c(-c2cc(C(=O)Nc3c(C)n(C)n(-c4ccccc4)c3=O)[nH]n2)c1
 : 3.4%, /
> Cc1csc(Sc2nc3c(c(=O)[nH]c(=O)n3C)n2Cc2ccccc2Cl)n1
 : 4.3%, 10
> CC1(c2ccccc2Cl)NC(=O)N(CC(=O)NCc2ccco2)C1=O (stereo unspecified)
 : -1.5%, 48
> CN(C)S(=O)(=O)N(CC(=O)Nc1ccccc1F)c1ccccc1
 : -0.5%, /
> COc1ccc(/C=N/NC(=O)c2ccc3nc[nH]c3c2)cc1OC
 : 3.9%, -5
> O=C(CCSc1nc(-c2ccco2)cc(C(F)(F)F)n1)N1CCN(c2ccccc2)CC1
 : -4.5%, 2
> O=C(NCCCc1ccccc1)c1ccncc1
 : 4.9%, 13
> Nc1nc(Nc2ccccc2F)nc(NCc2ccco2)c1[N+](=O)[O-]
 : 4.0%, -17
> CCOC(=O)C1(CCCc2ccccc2)CCN(C(=O)CCC2=NNC(=O)CC2)CC1
 : -2.6%, 8
> Cc1cccc(OCCSc2nc3ncnc(N)c3[nH]2)c1
 : -2.1%, -2
> CCCCC(=O)Nc1ccc(C)c(O)c1
 : 0.7%, -14
> O=C(O)C1C2C=CC(C2)C1C(=O)NCCC1=CCCCC1 (stereo unspecified)
 : 7.3%, /
> COc1ccc(S(=O)(=O)NCC2CCCN(Cc3ccc(C)o3)C2)cc1 (stereo unspecified)
 : 1.9%, 4
> Cc1nc([N+](=O)[O-])c(Sc2nc3ccccc3n2C)n1Cc1ccccc1
 : 1.7%, 3
> COc1ccccc1N1CC(C(=O)Nc2cccc(C(=O)O)c2)CC1=O (stereo unspecified)
 : 9.6%, 3
> O=C(NC(Cc1c[nH]c2ccccc12)C(=O)N/N=C/c1ccc(Br)cc1)c1cccs1 (stereo unspecified)
 : 7.3%, /
> Cc1cc(C(=O)N2CCN(C/C=C/c3ccccc3)CC2)cs1
 : 2.0%, -9
> Cc1ccc(-c2nn3c(C)nnc3s2)cc1NC(=O)c1ccc(-c2cccc(Cl)c2)o1
 : -0.8%, /
> CN(NS(=O)(=O)c1ccc(Cl)cc1)c1ncc(C(F)(F)F)cc1Cl
 : -0.3%, 11
> O=C(NCCc1ccc(Cl)cc1)C1CCC(CNc2c(N3CCCCC3)c(=O)c2=O)CC1 (stereo unspecified)
 : 7.7%, /
> CCc1ccc2[nH]c3nc(SCc4nnc(-c5ccc(C)cc5)o4)nnc3c2c1
 : 2.2%, /
> CCOC(=O)c1nc(C)sc1-c1ccnn1S(=O)(=O)c1ccc(Cl)cc1Cl
 : -3.1%, 49
> O=C(/C=C/c1ccccc1)NC(=S)NNC(=O)Cc1cccs1
 : -1.5%, /
> Cc1noc(C)c1C(=O)OCC(=O)NC(c1ccccc1)c1ccccc1
 : 2.5%, 1
> CCOC(=O)C(=NCCCN(C)C)NNc1cc(C(F)(F)F)ccc1Cl
 : -5.0%, -1
> CCCCOc1ccc(C(=O)Nc2ccc(N3CCN(C)CC3)cc2)cc1
 : -0.9%, 18
> CCN(CC)S(=O)(=O)c1ccc2c(c1)nc(CCC(=O)OCC(=O)Nc1cc(OC)cc(OC)c1)n2C
 : 0.8%, -3

Second line of a record – M. tuberculosis GlmU, Mtb RmlCD inh
> CC(=O)Nc1ccc(S(=O)(=O)NCCC(=O)NCCc2ccc(F)cc2)cc1
 : -3.7%, 14
> COc1ccc(Nc2nc(NCc3ccco3)nc(N/N=C/c3ccc(O)cc3)n2)cc1
 : 5.2%, -9
> CC[C@H](C)[C@H](NC(=O)c1ccc(Cl)cc1)C(=O)OCC(=O)c1ccc2c(c1)NC(=O)CO2
 : 34%, 8
> CCOC(=O)c1cccc(NC(=O)/C=C/c2ccc([N+](=O)[O-])cc2)c1
 : 4.1%, -7
> CC(=O)c1cccc(NC(=O)c2ccc(C(=O)Nc3cccc(C(C)=O)c3)nc2)c1
 : -3.5%, 89
> CS(=O)(=O)Nc1ccc(Br)cc1C(=O)c1ccccc1
 : 4.7%, -9
> COCCNCC(=O)N1CCCCCC1
 : 3.8%, 5
> CC(=O)Nc1ccc(S(=O)(=O)NCc2ccc(C)cc2)cc1
 : 5.7%, 2
> COc1cccc(-n2c(SCC(=O)Nc3sc4c(c3C(N)=O)CCC4)nc3ccccc3c2=O)c1
 : -3.8%, 45
> CCNc1c(N)c(=O)oc2ccccc12
 : -2.0%, /
> COc1cc(/C=N/Nc2ccc(F)cc2F)cc(OC)c1OC
 : 0.1%, 43
> C#CCSc1nc2ccccc2n1C(=O)c1ccc(S(=O)(=O)N2CCCCC2)cc1
 : 2.1%, -1
> Cc1ccc(O)c(C(CC(=O)NCc2cccnc2)c2ccccc2)c1 (stereo unspecified)
 : -4.1%, -6
> COCc1cc(C)nc(OCC(=O)N/N=C/c2ccc(C)cc2)c1C#N
 : 8.0%, 0
> COc1cc2c(C#N)c(N3CCCCC3)nc(N)c2c(N)n1
 : -2.4%, /
> CSc1nsc(SC)c1C(=O)O
 : 3.6%, 7
> CCN(CC)S(=O)(=O)c1ccc(NC(=O)c2cccs2)cc1
 : -2.1%, -22
> COc1ccccc1N1CCN(C(=O)c2ccccc2Oc2ccccc2)CC1
 : -2.3%, /
> Cc1occc1-c1nnc(SCC(=O)N2CCCc3ccccc32)n1Cc1ccco1
 : -4.2%, 9
> O=C(Nc1ccc(F)cc1)N1CCOCC1
 : -2.6%, 10
> CC(C)CC(NC(=O)C1CCCCC1)C(=O)N1CCC2(CC1)OCCO2 (stereo unspecified)
 : 0.9%, /
> CC(C)OC(=O)c1sc2nc(-c3ccccc3)ccc2c1N
 : 2.1%, 12
> CC(=O)c1c(C)[nH]c(C(=O)OCc2c(F)cccc2Cl)c1C
 : -3.0%, -6
> Cn1cc(S(=O)(=O)N2CCN(C(=O)c3ccco3)CC2)c(=O)n(C)c1=O
 : 2.2%, 10
> Cc1cc(C)c2nc(SCC#N)cc(C)c2c1
 : 1.3%, -6

Some of the compounds tested; rates above refer to the full screens.
